# Rac1 wt modul: human Rac1 wildtype GTP binding, inhibitors and activators; GTP binding activity (% of control), % at 10 µM; actives 0.27% (n = 190,000); GST-Rac1 beads, fluorescent GTP binding, flow cytometry; actives lie on both sides; 0 = cold GTP competed, 100 = untreated; P63000; AID 757;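 active means GTP binding activity at least 20 points away from the 100% control level, either lower or higher; inconclusive means compound flagged as likely green fluorescent, judged across all proteins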
# Mcl-1 Bim block: inhibitors of Bim-Mcl-1 interaction, human; Q07820; Bead-based flow cytometry, Bim peptide-Mcl-1 binding; inhibition, % at 10 µM; actives 0.1% (n = 190,000); in the data active means inhibition above about 40%;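 further: 0% = no compound tracer wells and 100% = peptide blocker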
# Target sequence (Q07820 whole entry, looked up): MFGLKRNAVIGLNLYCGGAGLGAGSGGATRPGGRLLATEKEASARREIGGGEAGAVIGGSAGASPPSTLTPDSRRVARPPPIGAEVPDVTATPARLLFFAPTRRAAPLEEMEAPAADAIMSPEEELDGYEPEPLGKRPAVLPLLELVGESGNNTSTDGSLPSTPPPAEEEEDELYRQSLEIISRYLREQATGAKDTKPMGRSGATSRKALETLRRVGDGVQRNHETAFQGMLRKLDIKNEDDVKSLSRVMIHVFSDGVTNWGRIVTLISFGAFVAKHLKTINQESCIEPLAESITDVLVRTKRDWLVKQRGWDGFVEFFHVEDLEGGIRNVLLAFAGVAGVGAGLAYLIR
# Avidin bead fluor: avidin bead compound fluorescence profile; AID 1775; Avidin beads, compound fluorescence 488/530 nm, flow cytometry; hits give high values; actives 0.38% (n = 220,000); fluorescence (KMESF) at 10 µM; in the data active means fluorescence above about 47; further: inactives centre near 10
# HRas wt GTP bind: modulators of GTP binding to human HRas wildtype; GTP binding activity, % at 10 µM; AID 759; P01112; actives 0.14% (n = 190,000); GST-Ras wt beads, Bodipy-FL-GTP binding, flow cytometry; actives lie on both sides;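 active means GTP binding activity at least 20% away from the 100% baseline, either lowered as inhibitor or raised as activator; inconclusive means flagged as likely green fluorescent, judged across all proteins in the well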;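 further: 0% = unlabeled GTP competition control and 100% = no-compound control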
# Target sequence (P01112 whole entry, looked up): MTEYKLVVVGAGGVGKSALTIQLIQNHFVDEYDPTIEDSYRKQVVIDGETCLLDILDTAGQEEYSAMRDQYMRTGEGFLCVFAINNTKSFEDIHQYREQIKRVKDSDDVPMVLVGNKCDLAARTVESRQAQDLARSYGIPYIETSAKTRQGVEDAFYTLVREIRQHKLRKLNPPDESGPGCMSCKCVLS
# Rab2 wt GTP: changes GTP binding to wildtype dog Rab2A, up or down; GTP binding activity, % at 10 µM; AID 760; actives 0.19% (n = 190,000); P61105; GST-Rab2 wt beads, Bodipy-GTP binding, flow cytometry;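 active means GTP binding activity at least 20 points away from 100%, either lowered or raised; inconclusive means signal likely due to the compound's own green fluorescence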;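 further: 0% = beads with excess unlabeled GTP and 100% = no-compound control corrected for plate trend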
# Pf gamet viab: P. falciparum stage V gametocyte viability inhibition; actives 0.065% (n = 150,000); P. falciparum stage V gametocytes, ATP luminescence, 24 h; inhibition, % at 10.9 µM;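 active means inhibition above the mean plus 3 SD of compounds within the control limits, set per campaign, cut at about 38% in these data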;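 further: 0% = DMSO wells and 100% = medium only without gametocytes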
# Mcl1-Noxa inh: Mcl-1/Noxa interaction inhibition; Q07820; TR-FRET Mcl-1/Noxa peptide binding, 2 h; inhibition, % at 21.7 µM; actives 1.5% (n = 220,000); AID 1022;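 active means compounds that cut the protein-peptide binding signal by more than 50% relative to plate controls in a single-dose test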;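 further: His-tagged Mcl-1 with rhodamine Noxa BH3 peptide and terbium anti-His antibody; 0% = Mcl-1 plus Noxa peptide wells and 100% = peptide-only wells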
# Rab7 wt modul: modulators of GTP binding to dog Rab7 wildtype GTPase | AID 758 | actives 0.055% (n = 190,000) | GST-Rab7 beads, fluorescent GTP binding, flow cytometry; actives lie on both sides; untreated = 100%, excess cold GTP = 0% | GTP binding activity (percent of control), % at 10 µM;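 active means fluorescent GTP binding to Rab7 beads changed by at least 20 points from the 100% baseline, either direction, mostly lower; inconclusive means compound itself probably fluorescent, or too few beads counted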;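 further: median green fluorescence of bound Bodipy-FL-GTP per Rab7 bead population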
# Mcl1-Bid inh: Mcl-1/Bid interaction inhibition. Q07820. TR-FRET Mcl-1/Bid-Dy647 peptide binding, 1536-well. inhibition, % at 21.7 µM. actives 0.97% (n = 220,000). AID 1021;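 active means compounds that cut the binding signal by more than half at the single screening dose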;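 further: His-tagged Mcl-1 with europium anti-His antibody binding Bid BH3 peptide; 0% = Mcl-1 plus peptide wells and 100% = peptide-only wells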
# Rac1 act GTP bind: modulators of GTP binding to human Rac1 activated mutant; P63000; GST-Rac1 activated beads, fluorescent GTP binding, flow cytometry; actives lie on both sides; 100% means binding = to untreated wells; percent activity (GTP binding), % at 10 µM; actives 0.11% (n = 190,000);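 active means GTP binding at least 20 percentage points away from the 100% baseline, in either direction, so actives lie on both sides; inconclusive means Compound likely fluorescent itself, or too few beads counted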
# Cdc42 wt: human Cdc42 wildtype GTP binding change, either direction; P60953; GST-Cdc42 beads, Bodipy-GTP binding, flow cytometry; actives lie on both sides; percent activity (GTP binding), % at 10 µM; actives 0.2% (n = 190,000); AID 761;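 active means percent activity GTP binding at least 20 points away from the 100% baseline, either down as inhibitor or up as activator; inconclusive means compound flagged as likely green fluorescent from well-wide comparison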;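 further: median bead fluorescence of bound Bodipy-FL-GTP at 100 nM; 0% = excess unlabeled GTP control and 100% = no compound control; below 100% means less GTP binding so inhibitor and above means activator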
# Target sequence (P60953 whole entry, looked up): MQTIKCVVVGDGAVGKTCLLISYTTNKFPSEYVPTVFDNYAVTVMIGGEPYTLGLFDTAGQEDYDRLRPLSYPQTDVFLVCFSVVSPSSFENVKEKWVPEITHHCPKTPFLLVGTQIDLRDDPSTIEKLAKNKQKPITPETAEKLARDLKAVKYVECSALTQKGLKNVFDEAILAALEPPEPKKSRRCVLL
# * marks the source's active call; other numbers are inactive results; ? = inconclusive; / = no result given.
SMILES,Rac1 wt modul,Mcl-1 Bim block,Avidin bead fluor,HRas wt GTP bind,Rab2 wt GTP,Pf gamet viab,Mcl1-Noxa inh,Rab7 wt modul,Mcl1-Bid inh,Rac1 act GTP bind,Cdc42 wt
Cn1nnnc1SCCNCc1ccccc1OCc1ccccc1,102,-5,3,101,101,/,23,98,-23,102,100
CC1=CCC2C(=O)N(C(C)c3ccccc3)C(=O)C2C1 (configuration not stated),93,-1,15,97,96,-11,15,95,-2,96,94
CCOc1ccc(NC(=O)c2ccccc2NS(C)(=O)=O)cc1,98,0,10,98,96,8,2,95,-17,96,98
CCC1CCCCN1C(=O)COC(=O)c1cc(Br)ccc1Cl (configuration not stated),93,-1,10,95,95,15,6,89,-19,95,95
O=C(O)c1ccc(COc2ccccc2C=C2C(=O)c3ccccc3C2=O)cc1,90,0,11,93,91,3,31,93,-21,90,94
Nc1cccc(S(=O)(=O)NC2=NCCC2)c1,108,-4,10,99,104,/,29,100,-26,101,101
CCO[C@H]1OC(C(=O)O)=C[C@@H](C2CC2)[C@@H]1CCCO,97,-2,6,96,95,/,-3,99,-4,95,97
O=C1c2ccsc2SCCN1Cc1ccccc1,100,-5,6,97,97,/,-2,93,-20,96,99
COC(=O)c1c(NC(=O)CN2CCC(C)CC2)c2c(C)cccc2n1C,104,-2,9,101,100,/,-7,102,-3,100,101
Cc1ccc(NC(=S)NC(NC(=O)C(C)(C)C)C(Cl)(Cl)Cl)c(C)c1 (configuration not stated),104,0,39,100,100,/,-6,102,-35,97,104
Cc1sc2nc3ccc(N4CCCC4)nn3c(=O)c2c1C,80,3,6,82,85,/,24,92,-6,90,82
CCC(C)(C)NC(=O)Cc1ccc(C)cc1,106,-3,12,102,102,11,-10,102,-9,99,101
COc1ccc(P(=O)(COc2ccc([N+](=O)[O-])cc2)c2ccc(OC)cc2)cc1,107,-1,11,104,102,/,-8,104,15,104,102
COc1cccc2sc(Nc3nc(-c4ccncc4)cs3)nc12,81,2,6,87,86,50*,20,99,34,91,83
COc1cccc(CN2CCN(Cc3nc4c(s3)CCCC4)CC2CCO)c1 (configuration not stated),95,-1,9,92,95,-23,14,96,-12,94,95
CC(C)(C#N)N([O-])C=C[N+](=O)C(C)(C)C#N,99,-2,6,101,103,-21,14,100,-3,99,101
COc1cc(C)c(C(=O)Oc2cc(C)c(C(=O)O)c(O)c2C)c(OC)c1C,94,2,7,90,89,/,5,92,10,90,89
Cc1ccc(C(=O)CSc2nc(C)cc(SCc3nnc(-c4ccccc4)o3)n2)cc1,98,-3,8,100,100,/,16,102,-25,96,99
CCCCCCC(=O)N/N=C(\C)Cc1ccccc1,103,-3,6,99,97,8,70*,102,-14,100,101
COc1ccccc1-n1cnnc1SCC(=O)N1CC(=O)Nc2ccccc21,109,-1,8,104,104,/,16,104,-11,103,106
Cc1cc2ccccc2n1CCNC(=O)c1ccc(S(=O)(=O)N2CCCCC2)cc1,100,0,6,99,99,/,-86,101,-51,96,99
Cn1c(C(=O)OCC(=O)NCCc2ccccc2)cc2sccc21,101,0,9,100,102,5,15,99,13,98,101
Nc1ncnc2nc(Sc3ccc(Cl)cc3)[nH]c12,98,11,6,98,96,-5,16,100,-21,98,98
COc1ccc(C(=O)N(CCCO)Cc2cc3c(C)ccc(C)c3[nH]c2=O)cc1OC,109,-5,10,101,98,/,13,100,0,100,102
COc1ccc(OC)c(CCNC(=O)C2CCN(c3nnc(-n4cccc4)s3)CC2)c1,100,0,7,98,100,/,8,99,-13,95,98

# The list goes on:
SMILES,Rac1 wt modul,Mcl-1 Bim block,Avidin bead fluor,HRas wt GTP bind,Rab2 wt GTP,Pf gamet viab,Mcl1-Noxa inh,Rab7 wt modul,Mcl1-Bid inh,Rac1 act GTP bind,Cdc42 wt
Cc1occc1C(=O)NCc1cccc(CNC(=O)c2ccoc2C)c1,103,-1,34,100,99,/,26,98,-22,100,103
CN(CCNC(=O)CCCOc1cc(=O)n(C)c2ccccc12)Cc1ccccc1,103,4,18,100,104,-18,13,101,-4,99,104
CCc1nnc(NC(=O)c2sc3nc4cc(C)ccc4cc3c2N)s1,92,-3,4,91,88,10,50,98,-24,92,90
COc1cccc(CC2(CO)CCN(Cc3cnc(N4CCOCC4)s3)CC2)c1,95,-7,13,93,97,/,4,99,-39,92,96
Cc1oc(-c2ccoc2)nc1CN(Cc1ccccc1)CC1CC1,96,3,12,96,97,6,5,99,-61,92,92
COc1cccc(Nc2nc3ccccc3c(=O)[nH]2)c1,97,-5,10,97,98,/,0,96,-16,96,100
CC1CC(C)(C)CC2(C1)NC(=O)N(CC(=O)NC1CCCc3ccccc31)C2=O (configuration not stated),101,-3,2,98,96,3,-3,100,-5,96,100
COC(=O)/C(=N/Nc1ccccc1Cl)Sc1nnc(C(O)c2ccccc2)n1-c1ccccc1 (configuration not stated),100,-3,14,100,99,/,12,97,-70,98,100
O=c1c2ccccc2nc(-c2cccc(Cl)c2)n1O,90,10,0,90,89,/,-37,89,11,90,92
C=CCN(CC=C)c1ccc(N2C(=O)C3CCCCC3C2=O)cc1[N+](=O)[O-] (configuration not stated),99,-4,5,99,101,6,18,96,-51,99,100
CCOC(=O)C1CCN(C(=O)/C=C/c2ccc(OC)cc2)CC1,103,1,12,101,100,/,-3,99,-2,97,104
COc1ccc(/C=C2/C(=O)N(CC3CCCO3)C(=S)N2C)c(OC)c1 (configuration not stated),105,-5,14,103,100,/,2,102,-13,102,100
CCOC(=O)CSc1nc(N)c(C#N)c(-c2cccs2)c1C#N,99,2,8,99,96,-3,-16,97,-5,97,101
CCOC(=O)C(Cc1cc(C(C)=O)ccc1OCC)C(=O)OCC,99,0,13,100,101,-13,4,102,2,97,99
O=C(O)c1cc(-c2ccco2)[nH]n1,104,-5,31,100,98,15,17,103,-9,98,99
CCC(c1nnnn1C(C)(C)CC)N(CCCN1CCOCC1)Cc1cc2cccc(C)c2[nH]c1=O (configuration not stated),109,-5,19,104,101,-13,14,104,-44,103,105
COc1ccc(NC(=O)C2CCCN(S(=O)(=O)c3cccnc3)C2)c(OC)c1 (configuration not stated),106,0,9,101,99,/,12,99,-4,98,102
CC(C)NC(=O)COc1ccc2c(c1)C(=O)CC(C)(C)O2,102,-3,5,101,104,27,-3,107,-34,96,96
Cc1ccc(C(=O)N/C(=C\c2ccco2)C(=O)NCC2CCCO2)cc1C (configuration not stated),102,0,8,98,98,/,6,96,-29,100,103
CCOC(=O)C1(Cc2ccccc2Cl)CCN(C(=O)CN2CCOC2=O)CC1,99,0,3,98,99,-9,-5,106,-18,97,95
CS(=O)(=O)N(CC(=O)N1CCN(c2ccccc2)CC1)Cc1ccc(Cl)cc1,98,0,7,98,96,12,-6,94,-9,96,99
CCOC(=O)c1sc(NC(=O)CSc2nnc(Cc3ccccc3)o2)c(C#N)c1C,81,-12,17,83,78*,/,31,83,21,76*,85
Nc1nnc(SCCCC(=O)c2ccc(F)cc2)s1,101,-9,7,98,98,5,10,98,4,98,97
CCNc1nc(C)cc(COC)c1C#N,103,0,20,98,99,/,-22,96,-15,98,99
CC1(C)OC(=O)N(CC(=O)Nc2ccccc2)C1(C)O (configuration not stated),99,2,11,101,103,26,1,106,-22,100,102

# (further entries)
SMILES,Rac1 wt modul,Mcl-1 Bim block,Avidin bead fluor,HRas wt GTP bind,Rab2 wt GTP,Pf gamet viab,Mcl1-Noxa inh,Rab7 wt modul,Mcl1-Bid inh,Rac1 act GTP bind,Cdc42 wt
COc1cc(-c2nc(C)c(C(C)=O)n2O)ccc1OCC(=O)Nc1ccc(Cl)cc1,99,-3,8,95,93,13,29,95,-45,89,91
CCC1(C)Cc2c(sc3c2c(=O)n(C)c2nnc(SCc4ccc5c(c4)OCO5)n32)CO1 (configuration not stated),98,-1,10,98,96,/,-327,99,24,95,98
CCC(=O)N1CCN(c2ccccc2NC(=S)NC(=O)c2cccc([N+](=O)[O-])c2)CC1,100,-1,10,95,96,0,20,97,-18,96,99
Cc1c(CCO)sc[n+]1CC(=O)OCCC12CC3CC(CC(C3)C1)C2,101,-2,5,98,95,/,8,98,-1,99,97
Cc1ccc2cc(CN(Cc3ccco3)C(=O)C3CCCCC3)c(=O)[nH]c2c1C,101,-2,14,104,103,/,-1,103,-11,100,102
COC(=O)Oc1ccc(/C=N/NC(=O)CN(c2ccccc2Cl)S(C)(=O)=O)cc1OC,100,-2,10,96,97,16,5,96,2,97,99
Cc1ccc2nc(-c3ccc(SCC(=O)Nc4nc(C)cs4)nc3)[nH]c2c1,99,-5,13,99,96,-17,21,98,-23,99,101
O=c1c(-c2nnc(SCc3ccc(Cl)c(Cl)c3)o2)cccn1Cc1ccccc1,96,5,26,97,95,-9,-3,94,30,96,95
CCN1C(=O)CC(N2CCC(Nc3ccc(F)cc3)CC2)C1=O (configuration not stated),96,1,6,96,96,/,26,98,-10,96,98
OC(CN1CCN(c2cccc(C(F)(F)F)c2)CC1)c1c[nH]c2ccccc12 (configuration not stated),110,0,10,103,104,/,11,101,-24,101,103
CCOC(=O)Cc1cc(=O)n2[nH]c(-c3ccccc3)c(-c3ccccc3)c2n1,88,-3,6,87,88,-23,6,98,-81,81,84
COc1ccccc1-c1cc(C(F)(F)F)nc(N2CCCC2)n1,102,-3,14,101,101,2,-17,100,-31,99,98
COc1ccccc1-n1c(CNc2c(C)cccc2C)nnc1SCC(=O)N1CCOCC1,98,4,8,98,97,/,4,94,-24,96,101
Cc1nc(NC(=O)COc2ccc(Cl)cc2)sc1C(=O)N(C)C,102,-2,14,97,96,-12,10,99,-15,97,100
Cc1cc(C)[n+](-c2ccc(C(C)C)cc2)c2[nH]c(=O)[nH]c(=O)c12,101,2,5,96,94,4,-4,92,8,100,98
Cc1cc(C(=O)OCC(=O)NC2CCCCC2)c(C)o1,101,-1,26,101,101,/,2,103,-28,98,102
Cc1cccc(OCCCN2CCCCCC2)c1,104,0,45,103,101,/,9,100,46,100,104
CCN(CC)C(=O)/C(=C\c1ccc2c(c1)OCO2)NC(=O)c1ccc(Br)cc1,?,-1,35,?,?,-6,5,?,-3,?,?
COCc1cc(C)nc(N)c1C#N,95,-1,11,93,93,27,28,93,8,95,95
COc1ccc(N2CCN(C(=O)c3oc4ccccc4c3C)CC2)cc1,102,0,10,99,96,-19,26,102,-32,97,95
COCCCNC(=O)CN(c1cc(OC)ccc1OC)S(=O)(=O)c1ccccc1,97,-3,14,102,98,/,-1,101,-17,93,98
Cc1ccc2nc(-c3cccc(NC(=O)c4ccco4)c3)[nH]c2c1,92,-3,11,95,94,-1,16,92,-24,97,96
CCOC(=O)C1C2C=CC3(CN(CCc4ccccc4)C(=O)C13)O2 (configuration not stated),101,-11,35,99,99,/,3,98,-3,98,100
